Assay outcomes as filed in PubChem BioAssay.
ATXN viability: reduces viability in counter-screen for ATXN expression inhibitors; 400,000 tested, 0.49% active; S2 cells (HEK-293 line with an ATXN2-luciferase reporter) viability, CellTiter-Fluor protease fluorescence, 24 h; Potency, µM (doses to about 56.7 µM), most hits filed as cytotoxic; also: nearly all actives have a fitted effect of over 40% in size
MCF10A rerep: inducers of DNA re-replication in MCF 10A breast cells. AID 624296. Potency, µM (top dose mostly 46.1 µM), inactives show at the highest dose activity, positive = re-replication, hits mostly activators. 350,000 tested, 2.9% active. MCF 10A DNA re-replication, Hoechst nuclear intensity, 48 h; also: % of control where 0% means no effect; nearly all actives have a fitted effect of over 50% in size
EPAC2 antag: blocks human EPAC2 exchange factor. AID 720708. 360,000 tested, 0.18% active. Potency, µM (top dose mostly 114 µM), for inactives: at the highest dose activity, negative = inhibition, hits mostly inhibitors. EPAC2 GEF exchange of Rap1B-BODIPY-GDP, fluorescence. Q8WZA2; also: % is scaled to controls: 0 for no effect and ±100 for the full control effect; nearly all actives have a fitted effect of over 45% in size; many of its hits are not listed in these tables
Target sequence (Q8WZA2 whole entry, looked up): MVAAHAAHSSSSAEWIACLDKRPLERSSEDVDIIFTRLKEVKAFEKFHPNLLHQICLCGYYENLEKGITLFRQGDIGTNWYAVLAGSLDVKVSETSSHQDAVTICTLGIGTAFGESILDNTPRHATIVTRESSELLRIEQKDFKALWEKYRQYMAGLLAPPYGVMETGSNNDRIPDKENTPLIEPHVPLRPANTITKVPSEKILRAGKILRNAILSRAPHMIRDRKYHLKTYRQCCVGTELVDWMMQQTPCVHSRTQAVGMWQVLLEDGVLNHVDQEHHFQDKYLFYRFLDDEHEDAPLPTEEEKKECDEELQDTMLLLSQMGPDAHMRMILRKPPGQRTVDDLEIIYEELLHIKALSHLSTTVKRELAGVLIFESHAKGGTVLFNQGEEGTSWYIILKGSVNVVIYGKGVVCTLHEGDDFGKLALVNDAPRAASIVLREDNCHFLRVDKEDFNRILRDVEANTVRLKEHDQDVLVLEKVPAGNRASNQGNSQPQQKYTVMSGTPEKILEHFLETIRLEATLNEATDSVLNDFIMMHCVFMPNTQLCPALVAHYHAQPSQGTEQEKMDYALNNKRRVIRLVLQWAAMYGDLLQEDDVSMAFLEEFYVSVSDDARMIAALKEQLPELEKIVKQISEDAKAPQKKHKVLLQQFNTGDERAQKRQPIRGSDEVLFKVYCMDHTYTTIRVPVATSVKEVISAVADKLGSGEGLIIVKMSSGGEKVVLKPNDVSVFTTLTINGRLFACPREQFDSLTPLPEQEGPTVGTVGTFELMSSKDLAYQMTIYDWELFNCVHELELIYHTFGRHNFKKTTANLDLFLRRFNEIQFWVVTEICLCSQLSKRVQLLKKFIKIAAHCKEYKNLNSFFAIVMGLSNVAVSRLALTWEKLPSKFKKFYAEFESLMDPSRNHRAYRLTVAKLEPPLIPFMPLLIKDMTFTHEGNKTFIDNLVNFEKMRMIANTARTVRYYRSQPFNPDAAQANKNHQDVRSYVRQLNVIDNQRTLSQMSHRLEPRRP
Nrf2 ARE act: activates Nrf2 signaling; AID 624171; 410,000 tested, 0.31% active; AREc32 ARE-luciferase reporter (MCF7-derived line), luminescence, 24 h; Potency, µM (doses to about 46.1 µM), without a hit: top-dose activation, hits mostly activators; also: % of control where 0% means no effect; nearly all actives have a fitted effect of over 65% in size
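Steps: seed AREc32_Fluc cells (1000/well, 5% FBS OPTI-MEM); incubate overnight at 37 deg C; add 23 nL compound; incubate 24 hr; add Steady-Glo; hold 30 min RT; read luminescence.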
Nrf2 block: inhibitors of Nrf2 signaling | A549 ARE-Fluc reporter, luciferase luminescence, 18-24 h | Potency, µM (doses to about 46 µM), for inactives: top-dose activity change, negative = inhibition, most hits filed as inhibitors | 360,000 tested, 2.1% active; also: % is scaled to controls: 0 for no effect and ±100 for the full control effect; nearly all actives have a fitted effect of over 60% in size
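Nrf2 function is reported as luminescence of an ARE-controlled luciferase in A549 cells. Compounds were tested at several concentrations, and a CellTiter-Fluor read on the same wells flagged cytotoxicity.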
TGFb SMAD3 inh: inhibitors of TGF-b signaling; HepG2 CAGA-GFP TGF-b/SMAD3 reporter, GFP fluorescence, 18 h; TGF-beta stimulated, 500 pg/mL final; Potency, µM (doses to about 46.1 µM), for inactives: top-dose activity, negative = inhibition, usual class: inhibitors; 410,000 tested, 1.2% active; AID 588855; also: % is scaled to controls: 0 for no effect and ±100 for the full control effect; nearly all actives have a fitted effect of over 65% in size
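First, reporter cells (HEPG2 CAGA-GFP) rested 2 h at 37 degrees C. Next, compounds were pinned in and TGF-beta added to 500 pg/mL final. After 18 h, GFP was imaged per cell and summed per well.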
ATXN2 expr inh: inhibitors of ATXN2 expression. HEK-293 ATXN2-luciferase reporter, luminescence, 24 h. Potency, µM (top dose mostly 57 µM), for the others: at the highest dose activity change, negative = inhibition, actives largely listed as inhibitors. 360,000 tested, 0.72% active. AID 1745845; also: % is scaled to controls: 0 for no effect and ±100 for the full control effect; nearly all actives have a fitted effect of over 55% in size
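ATXN2-luciferase reporter cells (luciferase flanked by upstream and downstream ATXN2 gene portions) were treated 24 h at 37 °C with compounds at up to 57 uM. SteadyGlo luminescence gave expression; GF-AFC fluorescence gave viability.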
HepG2 tox: kills HepG2 cells in TGF-b inhibitor counter-screen. HepG2 CAGA-GFP viability, ATP luminescence, 18 h. Potency, µM (titrated, usually from 46.1 µM), for the others: at the highest dose activity change, negative = cytotoxicity, usual class: cytotoxic. 410,000 tested, 0.76% active. AID 588856; also: some results filed as inactive show a strong effect at the top dose
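HepG2 CAGA-GFP cells (1000/well, DMEM with 1% FBS) received compound, then TGF-beta at 500 pg/mL final, and were incubated 18 hours at 37 degrees C. Viability was read by CellTiter-Glo luminescence. Media-only wells were set as complete cell-killing and DMSO as no toxicity.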
A549 tox: counter-screen for Nrf2 inhibitors: cytotoxicity in A549 cells; A549 ARE-Fluc cells, CellTiter-Fluor viability, 18-24 h; Potency, µM (titrated, usually from 46 µM), without a hit: top-dose activity change, negative = cytotoxicity, most hits filed as inhibitors; 390,000 tested, 0.16% active; also: % is scaled to controls: 0 for no effect and ±100 for the full control effect
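A549 ARE-Fluc cells in 5% FBS OPTI-MEM, 5000 cells/well, rested 2 h then exposed to compounds in concentration-response for 18-24 h at 37 °C. Viability by CellTiter-Fluor fluorescence (Ex 405/Em 525) after 30 min; luciferase luminescence (BugLite, 15 min, RT) read afterwards.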
Active calls of the source: *; i = inactive; ? = inconclusive; · = no result given; & = joins results of further samples; [ ] = dose if it differs, or a comment. Calls follow the shape of the dose curve; as a rule, active = well fitted curve in the direction sought with a large enough effect; inconclusive = small, poorly fitted or top-dose-only effect, or another doubt; inactive = no such curve, though single readings can be large; an effect the other way counts as inactive or inconclusive. Potency is read from the fitted curve at half-maximal effect.

SMILES	ATXN viability	MCF10A rerep	EPAC2 antag	Nrf2 ARE act	Nrf2 block	TGFb SMAD3 inh	ATXN2 expr inh	HepG2 tox	A549 tox
CCN(CC)CCCNC(=O)CSc1nc2nc(C)c(Cc3c(F)cccc3Cl)c(C)n2n1	i	·	·	4.0%	13%[9.27 µM]	2%	-13%	-23%	15%
CCN(CC)CCN1C(=O)C(=O)/C(=C(/O)c2c(C)[nH]c(C(=O)OC)c2C)C1c1ccccc1OC (configuration not stated)	i	-9%	-4%	0.3%	6%	5%	4%	9%	3%
Cc1ccccc1C(=O)NCCSc1ccccc1	i	5%	-1%	-0.1%	·	?	60%[activator]	3%	-3%
O=S(=O)(c1ccccc1)N1CCN(Cc2cc3c(cc2Br)OCCO3)CC1	?	9%	9%	4.1%	-7%	?	-22%	-8%	9%
CCCOc1ccc(CN(C(=O)Cc2coc3ccc(CC)cc23)C2CCS(=O)(=O)C2)cc1 (configuration not stated)	?	·	·	1.1%	?	?	-1%	0%	-19%
CSc1nnc2c3c4c(sc3c(=O)n(-c3ccccc3)n12)CC(C)(C)OC4	i	12%	3%	0.1%	-1%	-2%	-1%	-12%	-4%
O=C(CN1CCN(Cc2ccccc2Cl)CC1)N/N=C/c1ccco1	?	?	3%	-0.6%	-12%	2%	6%	19%	-9%
COc1ccc(OC)c(CNc2ccc(F)c(Cl)c2)c1	i	1%	-18%	-0.2%	-9%	-1%	-17%	-18%	-3%
CN(C)c1cccc(/C=C(\C#N)c2ccccc2)c1	i	?	2%	2.6%	?	13µM*	·	-30%	-28%
CCOC(=O)C1CCN(C(=O)CSc2n[nH]c(-c3ccccc3)n2)CC1	·	·	·	0.5%	·	?	·	-32%	0%
Cc1cccc(N2C(=O)c3cccc4c(N)ccc(c34)C2=O)c1	·	?	276%[activator]	1.7%	-25%	184%[activator]	-10%	2%	?
CCCn1nnnc1SCC(=O)Nc1cccc(NC(=O)c2ccco2)c1	i	3%	0%	0.6%	-17%	5%	1%	-22%	0%
O=C(N/N=C\c1ccc(Cl)cc1Cl)c1sccc1-n1cccc1	?	6%	-5%	29%	·	?	10%	-6%	-7%
O=c1ccn([C@@H]2O[C@H](CO)[C@@H](O)[C@H]2O)c(=O)[nH]1	i	-13%	1%	0.0%	-5%	5%	5%	-10%	0%
Nc1ncnc2c1ncn2[C@H]1C[C@H](O)[C@@H](CO)O1	i	1%	-9%	0.3%	?	12%&22%	5%	5%&9%	21%&7%
Cc1nc(-n2ncc(C#N)c2N)c2c3c(sc2n1)CCC3	i	-4%	11%	3.6%	6%	-20%	-8%	-2%	·
O=C(Nc1ccc(Cl)c(S(=O)(=O)N2CCOCC2)c1)c1ccccc1-c1ccc(C(F)(F)F)cc1	i	11%	-7%	3.5%	?	-27%	-23%	-23%	-7%
CC(=O)Nc1cc(C)c(S(C)(=O)=O)c(C)c1	i	?	-1%	-0.5%	8%	-2%	3%	12%	-5%
NS(=O)(=O)c1ccc(N/C=C\C(=O)c2ccc3ccccc3c2)cc1	?	?	4%	0.0%	-2%	-15%	-12%	-13%	-13%
C(#CC1CCCCC1)c1ccc2c(c1)COc1c3ccccc3nn1-2	i	?	-4%	-0.3%	?	-1%	16%	-1%	7%
CCOC(=O)c1c(C)[nH]c(C(=O)O)c1C	i	-3%	8%	-1.7%	7%	5%	9%	0%	1%
O=C(CC1CC2CCC1C2)NCc1cccs1 (configuration not stated)	i	14%	12%	0.0%	?	-24%	35%	-12%	5%
Cc1cc(C(=O)CCC(=O)N(C)CC(=O)Nc2c(Cl)cccc2Cl)c(C)s1	i	6%	15%	0.1%	-8%	-14%	8%	0%	-1%
O=C(CSc1nnc(-c2ccco2)c(-c2ccco2)n1)Nc1ccccc1	i	8%	-5%	13µM*	-18%	-18%	-17%	7%	-12%
CCOC(=O)c1cccc(NC(=O)NCc2cccn2Cc2ccccc2)c1	i	·	·	4.4%	?	-11%	10%	-12%	2%
The list goes on.
SMILES	ATXN viability	MCF10A rerep	EPAC2 antag	Nrf2 ARE act	Nrf2 block	TGFb SMAD3 inh	ATXN2 expr inh	HepG2 tox	A549 tox
CCOn1c(=O)c(-c2ccc(Br)cc2)[n+]([O-])c2ccccc21	i	2%	6%	3.0%	2%	-14%	-1%	-4%	10%
COc1cccc(-c2ccc(NC(=O)C3CCCN(Cc4ccc(CO)o4)C3)cc2)c1 (configuration not stated)	i	18%	-10%	5.8%	3%	0%	1%	-1%	4%
Cc1cc(C)c(NC(=O)CSc2nnc(CNC(=O)c3ccco3)o2)c(C)c1	i	0%	5%	0.1%	0%	7%	3%	-2%	-2%
COc1ccccc1Oc1coc2c(CN3CCOCC3)c(O)ccc2c1=O	i	1%	1%	-0.4%	7%	-21%	18%	-17%	0%
Cc1nnc(NC(=O)CSc2n[nH]c(-c3ccccc3C)n2)s1	i	?	5%	0.4%	4%	-21%	14%	-17%	-2%
Cc1ccc(NC(=O)/C(=C\c2ccc([N+](=O)[O-])cc2)NC(=O)c2ccccc2)cc1	i	3%	4%	-0.4%	17%	1%	3%	4%	-8%
CCn1ccnc1CN(C)Cc1c(C(=O)N2CCCCCCC2)nc2ccc(Cl)cn12	?	1%	6%	-0.7%	8%	8%	0%	-2%	-9%
CCCCCC1CC(CC(C)C(=O)Nc2nncs2)C(=O)O1 (configuration not stated)	i	-4%	-5%	0.3%	8%	-6%	-11%	-16%	0%
CCCCN(CCCC)c1cn[nH]c(=O)c1Cl	i	3%	8%	0.3%	?	-9%	-6%	-1%	-16%
CC(C)N(Cc1c(O)ccc2c(=O)c(-c3ccc(Cl)cc3)coc12)C(C)C	i	?	5%	5.1%	0%	-11%	·	-18%	-10%
Cc1ccc2nc(N/N=C/c3ccco3)cc(C)c2c1	i	16µM*	4%	?	?	?	-29%	11µM*	2%
COc1ccccc1C(=O)COC(=O)c1c(-c2ccccc2)noc1C	i	15%	-3%	2.2%	7%	7%	-28%	11%	2%
O=C(Nc1ccc(S(=O)(=O)N2CCCCCC2)cc1)C1CCCO1 (configuration not stated)	i	-1%	-3%	0.2%	-1%	-2%	1%	-14%	6%
O=C(Nc1ccc2ncccc2c1)c1cc(Cl)ccc1Cl	i	-8%	-10%	20%[9.22 µM]	-8%	-22%	114%[activator]	-3%	-3%
NC(N)=Nc1nc(-c2ccccc2)c2ccccc2n1	·	5%	15%	-0.1%	-6%	?	?	-40%	-8%
O=C(Nc1cccc2ccccc12)c1ccc([N+](=O)[O-])cc1	?	15%	1%	0.2%	1%	15%	·	-15%	-10%
CCCS(=O)(=O)c1c(S(=O)(=O)CCC)c2c(C)cccn2c1C(=O)N/N=C/c1cc(O)cc(O)c1	i	?	-14%	-1.5%	?	-15%	7.9µM*	-12%	4%
CCCCNC(=O)Nc1ccccc1Br	i	2%	13%	3.3%	16%	?	28%	4%	-6%
C=CCn1c(SCC(=O)Nc2sccc2C(N)=O)nc2ccccc2c1=O	i	7%	5%	0.8%	26µM*	7%	-12%	-2%	-25%
CC(C)(CNC(=O)c1cccc(S(=O)(=O)Nc2ccc(Br)cc2)c1)N1CCOCC1	i	?	-6%	2.3%	?	-20%	-7%	-33%	-25%
Cc1cc(C(=O)O)ccc1NCc1cccnc1	i	0%	16%	0.1%	6%	-20%	6%	5%	4%
O=C(CN1CCC(O)(c2ccccc2F)CC1)NCCc1c[nH]c2ccccc12	i	-11%	-5%	-0.3%	-12%	3%	-23%	-19%	-9%
CCC(C)(C(=O)NC1CCCC1)N(C(=O)CNC(=O)c1ccccc1)c1c(C)n(C)n(-c2ccccc2)c1=O (configuration not stated)	i	-1%	-9%	0.4%	10%	-8%	-15%	14%	4%
CC(C)(C)OC(=O)NCCCCCNC(=O)c1[nH]cnc1C(=O)Nc1cccc(Cl)c1	i	2%	-9%	-0.2%	21µM*	1%	3%	-6%	?
O=C1NC(c2ccc(Cl)cc2)=COc2ccccc21	i	-4%	-5%	2.4%	5%	-12%	-12%	-26%	0%
O=[N+]([O-])c1ccc(Cl)c2c1C1C=CCC1C(c1ccccn1)N2 (configuration not stated)	?	?	-15%	?	-9%	?	-19%	-10%	-13%
Nc1nnc(SCC(=O)Nc2ccc3c(c2)OCCO3)s1	·	0%	-6%	1.8%	?	18%	·	-7%	5%

Structures above printed as active in TGFb SMAD3 inh:
Structure | EPAC2 antag | TGFb SMAD3 inh
CN(C)c1cccc(/C=C(\C#N)c2ccccc2)c1 | 2% | 13µM*

Record cards, from the list above.
`CCN(CC)CCN1C(=O)C(=O)/C(=C(/O)c2c(C)[nH]c(C(=O)OC)c2C)C1c1ccccc1OC` (configuration not stated) is listed with ATXN viability = i; MCF10A rerep = -9%; EPAC2 antag = -4%; Nrf2 ARE act = 0.3%; Nrf2 block = 6%; TGFb SMAD3 inh = 5%; ATXN2 expr inh = 4%; HepG2 tox = 9%; A549 tox = 3%
`O=C(CN1CCC(O)(c2ccccc2F)CC1)NCCc1c[nH]c2ccccc12` is listed with ATXN viability = i; MCF10A rerep = -11%; EPAC2 antag = -5%; Nrf2 ARE act = -0.3%; Nrf2 block = -12%; TGFb SMAD3 inh = 3%; ATXN2 expr inh = -23%; HepG2 tox = -19%; A549 tox = -9%

Looked up above:
CC(C)(C)OC(=O)NCCCCCNC(=O)c1[nH]cnc1C(=O)Nc1cccc(Cl)c1 | HepG2 tox: -6%
Nc1nnc(SCC(=O)Nc2ccc3c(c2)OCCO3)s1 | TGFb SMAD3 inh: 18%
CCOn1c(=O)c(-c2ccc(Br)cc2)[n+]([O-])c2ccccc21 | MCF10A rerep: 2%
CCCS(=O)(=O)c1c(S(=O)(=O)CCC)c2c(C)cccn2c1C(=O)N/N=C/c1cc(O)cc(O)c1 | ATXN2 expr inh: 7.9µM*

An excerpt; the hit share may differ from the screen's.
